Jurkat viability – cytotoxicity toward Jurkat T cells, primary screen, cytotoxicity control, cell-based, Jurkat E6.1, 60K MLSMR library; Jurkat E6.1 viability, ATP luminescence, 48 h; inhibition, % at 4 µM; 1.2% of 56,000 active; AID 463, 2006;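 active means inhibition above the mean inhibition of all tested compounds plus 3 SD, cut at about 28% in these data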
ROCK2 blocker – inhibitors of human ROCK2 kinase, primary screen, biochemical, high-throughput, luminescence | Rho-associated protein kinase 2 (Homo sapiens), O75116 | purified ROCK2, Kinase-Glo ATP depletion luminescence | inhibition, % at 6 µM | 0.35% of 60,000 active | AID 604, 2007;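 active means inhibition above the screen-wide mean inhibition plus 3 SD, cut at about 18% in these data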;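 further: plate controls were DMSO wells for no effect and Y-27632 control wells after no-enzyme background subtraction for full effect; many of its hits are not listed in these tables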
Cdc25B inh – inhibitors of Cdc25B phosphatase catalytic domain, primary screen, biochemical, OMFP fluorescence. recombinant Cdc25B, OMFP fluorescence Ex485/Em525. inhibition, %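 (compounds tested at 10 µM final in the well)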. 0.1% of 65,000 active; in the data active means inhibition above about 50%
PKA inh – inhibitors of human PKA kinase activity, primary screen, biochemical, ATP-depletion luminescence, Kemptide substrate; cAMP-dependent protein kinase catalytic subunit alpha (Homo sapiens), P17612; PKA Kemptide phosphorylation, Kinase-Glo ATP luminescence; inhibition, % at 6 µM; 0.1% of 65,000 active; AID 524, 2006;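 active means inhibition above the screen-wide mean inhibition plus 3 SD, cut at about 21% in these data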; further: many of its hits are not listed in these tables
HEK293 NFkB inh – inhibitors of PMA/ionomycin-induced NF-kB reporter, primary screen, antigen receptor NF-kB inhibitor project, cell-based, HEK-293 luciferase reporter, luminescence | inhibition, % at 3 µM | HEK-293 NF-kB luciferase reporter | 0.21% of 62,000 active;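 active means inhibition above the mean of all tested compounds plus 3 SD, cut at about 40% in these data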;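 further: 0% = stimulated DMSO wells and 100% = 10 µM reference inhibitor 5653914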
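Material: HEK-293 cells with stable firefly luciferase reporter driven by four HIV NF-kB elements / Also added: PMA plus ionomycin mix as NF-kB-activating stimulus / Compound dosing: 3 µM once, 0.30% DMSO / Times: 1 h pretreatment, 16 h stimulation, 37 °C / Signal: luminescence / Evaluation: per-plate % inhibition versus controls / Benchmarks: DMSO and 10 µM reference inhibitor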
DUSP1 inh – MKP-1 phosphatase inhibitors, primary screen, biochemical, in vitro; recombinant MKP-1, OMFP hydrolysis fluorescence; 0.15% of 65,000 active; AID 374, 2006; inhibition, %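 (compounds tested at a single concentration somewhere between 10 and 100 µM)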; Dual specificity protein phosphatase 1 (Homo sapiens), P28562;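 active means inhibition above about 50%, limit read from the data; inconclusive means inhibition over screen mean plus 3 SD, below that limit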;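 further: 0% = DMSO max control wells and 100% = wells with enzyme stopped by NaOH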
TNAP act mid DEA – human TNAP enzyme activators, primary screen, biochemical, luminescent, intermediate phosphate acceptor level; 64,000 tested, under 10 active; activation factor at 20 µM; purified TNAP, CDP-star luminescence, 100 mM DEA, 30 min; active compounds read high; scale: 0 levamisole-inhibited, 1 vehicle-only enzyme; Alkaline phosphatase, tissue-nonspecific isozyme (Homo sapiens), P05186;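 active means activation factor of at least 2 at 20 µM, relative to controls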
Target sequence (P05186 whole entry, looked up): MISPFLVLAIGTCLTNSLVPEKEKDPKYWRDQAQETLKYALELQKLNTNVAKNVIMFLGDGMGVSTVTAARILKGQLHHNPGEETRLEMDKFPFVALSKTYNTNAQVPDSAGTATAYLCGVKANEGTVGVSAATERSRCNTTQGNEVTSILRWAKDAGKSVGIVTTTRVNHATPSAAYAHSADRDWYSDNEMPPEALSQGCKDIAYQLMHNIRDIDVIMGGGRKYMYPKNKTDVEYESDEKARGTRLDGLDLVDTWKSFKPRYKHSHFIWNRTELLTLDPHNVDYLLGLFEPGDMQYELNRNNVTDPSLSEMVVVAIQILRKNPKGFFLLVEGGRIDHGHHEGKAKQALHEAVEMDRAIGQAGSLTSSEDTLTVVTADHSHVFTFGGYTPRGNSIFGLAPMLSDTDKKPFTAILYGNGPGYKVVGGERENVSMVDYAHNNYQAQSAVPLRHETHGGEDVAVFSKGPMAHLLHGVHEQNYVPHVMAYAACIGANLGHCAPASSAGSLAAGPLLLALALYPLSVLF
JNK3 inh – JNK3 kinase activity inhibitors, primary screen, biochemical, human, purified enzyme; Mitogen-activated protein kinase 10 (Homo sapiens), P53779; HTS; inhibition, % at 8 µM; 0.61% of 60,000 active; AID 746, 2007; in the data active means inhibition above about 17%;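 further: 0% = DMSO and 100% = reference inhibitor; many of its hits are not listed in these tables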
MMP13 inh – human MMP13 inhibitors, primary screen, biochemical, FRET peptide cleavage. Collagenase 3 (Homo sapiens), P45452. MMP-13 fTHP FRET cleavage, Mca fluorescence. inhibition, % at 4 µM. 0.07% of 65,000 active;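 active means inhibition above the mean of compound-free control plate wells plus 3 SD, cut at about 14% in these data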;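 further: 0% = DMSO wells and 100% = wells with reference MMP-13 inhibitor after basal subtraction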
Active calls of the source: *; u = inconclusive; x = no result given. An unsorted share of the library; any-hit rate near 1.9%.

item	canonical_smiles	Jurkat viability	ROCK2 blocker	Cdc25B inh	PKA inh	HEK293 NFkB inh
1	CCN(CC)S(=O)(=O)c1ccc(Oc2cccc(C(C)=O)c2)nc1	-3	5	0	4	-1
2	CC(=O)Oc1cccc(N2C(=O)C3C4C=CC(C4=C(C)C)C3C2=O)c1 (configuration not stated)	1	-1	4	-10	8
3	Cc1ccc(S(=O)(=O)NCC(=O)OCN2C(=O)c3ccccc3C2=O)cc1	x	-1	15	-6	x
4	O=c1cnc2ccccc2n1CC1CCCCC1	5	1	5	8	5
5	COc1ccc(C2CC(c3ccc(Cl)cc3Cl)Nc3nc(N)nn32)cc1OC (configuration not stated)	-3	-1	5	9	9
6	CC(=O)c1c(C)[nH]c(C(=O)CSc2nc3ccccc3c(=O)n2CCCN2CCOCC2)c1C	3	6	-13	6	18
7	O=C(C1CCCN(S(=O)(=O)c2cccc3cccnc23)C1)N1CCc2ccccc21 (configuration not stated)	6	0	5	-10	21
8	Cc1cc(NC(=O)C(C)C)ncc1NC(=O)c1cccc(F)c1	3	0	-10	4	5
9	COc1ccc(C(=O)Oc2ccc(/C=N/O)cc2)cc1	x	x	1	3	15
10	COc1ccccc1-c1nn2c(C3COc4ccccc4O3)nnc2s1 (configuration not stated)	-1	-2	1	-7	11

item	DUSP1 inh	TNAP act mid DEA	JNK3 inh	MMP13 inh
1	-4	0.9	-2	1
2	4	0.9	-5	2
3	-13	0.9	2	-5
4	23	0.9	-1	-3
5	17	1	6	2
6	29	0.9	5	-1
7	7	0.9	-3	-3
8	-14	0.9	-7	-7
9	5	1	x	2
10	24	0.9	-1	-4

Continued:
item	canonical_smiles	Jurkat viability	ROCK2 blocker	Cdc25B inh	PKA inh	HEK293 NFkB inh
11	Cc1ccc(C)c2[nH]c(=O)c(CCNC(=O)c3ccc(Br)o3)cc12	-6	4	-10	2	1
12	COc1ccc(OC)c(C2N(c3cc(C)on3)C(=O)C3CCCN32)c1 (configuration not stated)	-2	-2	23	-4	9
13	COc1ccc(N2CCN(Cc3cc(=O)oc4cc(C)c(Cl)cc34)CC2)cc1	2	7	-15	6	10
14	Cc1nc(N2CCc3ccccc32)[nH]c(=O)c1CCC(C)C	4	3	6	0	27
15	COc1ccc(C(=O)COC(=O)CN2C(=O)C3C4C=CC(C4)C3C2=O)cc1 (configuration not stated)	-2	2	-5	12	-10
16	CN(C)c1ccc(-c2nn3c(-c4ccncc4)nnc3s2)cc1	5	-2	1	1	-5
17	Cc1nc2ccccc2n1CC(=O)NCCN1CCCC1	3	5	3	-2	-9
18	Cc1ccc(-c2csc3nnc(SCC(=O)NCc4ccco4)n23)cc1	-3	11	-18	8	8
19	O=C(Nc1nc2ccccc2[nH]1)c1ccccc1F	52*	-78	-3	-55	61*
20	Cc1nc2ncnn2c(C)c1CCC(=O)NCc1ccco1	4	5	-6	7	13

item	DUSP1 inh	TNAP act mid DEA	JNK3 inh	MMP13 inh
11	-3	1	3	-7
12	4	1	-3	-2
13	25	0.9	4	2
14	-12	0.9	-2	4
15	-9	0.9	2	6
16	-10	1	3	-10
17	2	1	1	4
18	-7	0.9	-3	1
19	6	1	9	2
20	-4	1	-2	3

New compounds follow.
item	canonical_smiles	Jurkat viability	ROCK2 blocker	Cdc25B inh	PKA inh	HEK293 NFkB inh
21	O=c1c2c3c(sc2nc2sc(CN4CCOCC4)cn12)CCCC3	-4	4	-6	2	5
22	CCOC(=O)NC(c1ccccc1)C1CCCCC1=O (configuration not stated)	3	2	-1	0	14
23	CCOC(=O)c1oc2c(CN3CCN(C)CC3)c(O)ccc2c(=O)c1-c1ccccc1OC	-4	1	2	6	4
24	CC(=O)Nc1cccc(NC(=O)C2CC(=O)N(c3ccc(C)cc3)C2)c1 (configuration not stated)	-2	2	-8	0	23
25	COc1cc(OC)cc(C(=O)N2CCN(Cc3cccc(F)c3)CC2)c1	-5	4	0	12	23
26	CN(C)S(=O)(=O)c1ccc(/C(O)=C2/C(=O)C(=O)N(CCN3CCCCC3)C2c2cccnc2)cc1 (configuration not stated)	7	5	-3	4	3
27	CCN(CC)S(=O)(=O)c1cccc(C(=O)N2CC(O)CC2C(=O)O)c1 (configuration not stated)	4	-7	-11	-6	17
28	COc1ccc(NC(=O)C2CCCN(C(=O)NC3CCCCC3)C2)cc1OC (configuration not stated)	-5	1	0	8	16
29	CN1CCCC(OC(=O)c2cc(Cl)ccc2Cl)C1 (configuration not stated)	0	-1	-7	8	20
30	Cc1ccc2cccc(S(=O)(=O)NC3CCS(=O)(=O)C3)c2n1 (configuration not stated)	-4	3	-3	0	19

item	DUSP1 inh	TNAP act mid DEA	JNK3 inh	MMP13 inh
21	4	0.9	5	1
22	9	1	-9	-3
23	5	0.8	5	1
24	-13	1	1	-1
25	0	0.9	4	-2
26	-6	0.9	0	-10
27	2	0.9	-5	3
28	-12	0.9	3	-2
29	-9	1	-1	1
30	7	1	6	3

The list goes on.
item	canonical_smiles	Jurkat viability	ROCK2 blocker	Cdc25B inh	PKA inh	HEK293 NFkB inh
31	COc1ccc(C(=S)N2CCCC2)cc1C	-6	2	-8	-4	8
32	CC1CCCC(C)N1C(=O)CSc1nnc(NC(=O)c2cccs2)s1 (configuration not stated)	x	x	1	-6	2
33	Cn1c(CNc2nc(-c3ccccc3)cs2)nnc1SCC(=O)c1ccccc1	4	0	-3	-6	10
34	Cc1ccc(C2CC(c3cccc(Br)c3)Nc3nnnn32)cc1 (configuration not stated)	-6	6	7	8	0
35	COc1ccccc1N1CCN(S(=O)(=O)c2ccc(F)cc2)CC1	-7	7	-11	10	4
36	COc1ccc(C(c2nnnn2Cc2cccs2)N2CCC(C(N)=O)CC2)c(OC)c1 (configuration not stated)	-6	1	0	5	5
37	CCc1ccc2[nH]c(=O)c(CN(Cc3ccccc3)Cc3nnnn3Cc3ccco3)cc2c1	6	-8	4	-12	10
38	CC(=O)Oc1ccc(C(=O)Nc2nnc(C)s2)cc1	10	0	-12	2	1
39	CCOc1cc(-c2nc(-c3ccc(C)nc3OC)no2)cc(OCC)c1OCC	-6	4	-14	9	10
40	COc1ccc(C(=O)Nc2cccc(C)c2)cc1	1	-4	-2	2	-30

item	DUSP1 inh	TNAP act mid DEA	JNK3 inh	MMP13 inh
31	13	0.9	-8	-4
32	10	0.9	x	-1
33	15	1.1	-2	1
34	7	0.9	1	0
35	0	0.9	-4	-3
36	3	1	-7	1
37	u	0.9	-6	-2
38	10	1	-5	4
39	5	0.9	4	0
40	1	0.9	3	6

Continuation.
item	canonical_smiles	Jurkat viability	ROCK2 blocker	Cdc25B inh	PKA inh	HEK293 NFkB inh
41	Oc1oc(-c2ccco2)nc1C=Nc1ccccc1	-7	6	1	14	5
42	COc1ccc(S(=O)(=O)N2CCCC(C(=O)O)C2)cc1Cl (configuration not stated)	-4	-7	-1	8	0
43	CCOc1ccc2cc(S(=O)(=O)n3ccnc3C)ccc2c1	8	3	1	-4	13
44	CS(=O)(=O)Nc1ccccc1C(=O)NCc1ccco1	x	x	0	-2	21
45	COc1ccc(OC)c(NC(=O)C2C3C=CC(C3)C2C(=O)NCc2ccccn2)c1 (configuration not stated)	16	0	8	0	14
46	Cn1c(CN2CCOCC2)nnc1SCC(=O)NCCc1ccccc1	3	8	-2	10	5
47	CC(C)(C)NC(=O)NC(=O)COC(=O)COc1ccc2c(c1)CCC2	-2	3	-11	8	-2
48	Cc1cc(C)n(-c2nc(NCC(C)O)c3c4c(sc3n2)CCCC4)n1 (configuration not stated)	8	-2	2	1	-11
49	COCCN(CCOC)Cc1c(C)[nH]c2ccccc2c1=O	7	-2	-5	4	26

item	DUSP1 inh	TNAP act mid DEA	JNK3 inh	MMP13 inh
41	-5	0.8	4	2
42	-6	0.9	-8	1
43	10	0.8	-5	-2
44	8	0.9	x	-20
45	2	1	-4	6
46	17	1	-2	1
47	3	1	-10	-4
48	31	1	-11	-6
49	-7	0.8	-2	5

Source: PubChem (several laboratories)
